ADAM17 inh – ADAM17 inhibition, QFRET primary screen; inhibition, % at 6.95 µM; 370,000 tested, 0.83% active; P78536; AID 720648; recombinant ADAM17, EDANS/DABCYL FRET peptide cleavage;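 active means inhibition above the mean of compounds lying between control limits plus 3 SD, set per campaign, cut at about 8.5% in these data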;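 further: 0% = DMSO-only wells as the low control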
PLC-gamma1 inh – blocks human PLC-gamma1 enzyme activity; AID 720700; purified PLC-gamma1, fluorogenic substrate, fluorescence; 370,000 tested, 0.84% active; inhibition, % at 12.2 µM; P19174; in the data active means inhibition above about 9.5%
ADAM10 inh – ADAM10 inhibition, QFRET primary screen; O14672; recombinant ADAM10, EDANS/DABCYL FRET peptide cleavage, 3 h; inhibition, % at 7 µM; 370,000 tested, 0.62% active; AID 720582;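 active means inhibition above a per-campaign cutoff equal to the mean of compounds falling between control-based bounds plus 3 SD, cut at about 20% in these data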;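 further: 0% = DMSO wells while the 100% control is not disclosed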
Tn7 DDE FP – DD(E)-Tn7 binding inhibition, primary FP screen. FP displacement of FITC-Tn7 peptide from fibrin DD(E); 0% = median of compound wells per plate. P02675. AID 720508. inhibition, % at 8.3 µM. 370,000 tested, 0.13% active;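 active means inhibition above the mean of compounds falling within the control limits plus 3 SD of them, cut at about 14% in these data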;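 further: 0% = plate median of compound wells and 100% = 10 µM Aha-Tn7 peptide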
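Measure: % inhibition scaled between sample-field median and high-control FP; Test system: human fibrin DD(E); Quantity: 2 µM final DD(E) protein; Doses: one dose, 8.3 µM nominal; Schedule: compound with protein 10 min, then 3 h after probe, room temperature; Detection: fluorescence polarization; Medium: Tris buffer with calcium and detergent, pH 7.8.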
ARFGAP1 inhibitor – inhibitors of rat ARFGAP1 | Q62848 | Arfgap1-stimulated ARF1 GTP hydrolysis, GDP FP detection | inhibition, % at 16.5 µM | 360,000 tested, 0.26% active | AID 651572;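 active means inhibition above a per-plate limit, mean inhibition of low control wells plus 3 SD, cut at about 25% in these data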;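 further: 0% = DMSO wells with enzyme and 100% = wells lacking Arfgap1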
Target sequence (Q62848 1-136 limits assumed): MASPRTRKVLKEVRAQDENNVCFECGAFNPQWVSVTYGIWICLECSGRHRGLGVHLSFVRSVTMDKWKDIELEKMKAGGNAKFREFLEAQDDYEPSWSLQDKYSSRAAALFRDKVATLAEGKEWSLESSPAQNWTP
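Material – truncated rat Arfgap1 GAP domain · Buffer or medium – HEPES-based buffer, pH 7.5 · Reagent – human ARF1(Δ1-17)-GTP substrate · Dosing – 16.5 µM single point, 1.26% DMSO · Schedule – GTP hydrolysis reaction 2 h at 25 °C · Technique – GDP detection by fluorescence polarization · Benchmarks – No-Arfgap1 wells (100%) versus DMSO full-reaction wells (0%) · Repeats – single replicate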
LEDGF integ inh – blocks HIV-1 LEDGF/p75-dependent DNA integration; TR-FRET IN-LEDGF/p75 DNA integration, Eu/Cy5; inhibition, % at 3.7 µM; 370,000 tested, 0.64% active; AID 743269;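 active means inhibition above the screen-wide mean plus 3 SD, cut at about 13% in these data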;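 further: signal is the Cy5 over europium emission ratio at 671 and 618 nm; 0% = plate median of compound wells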
TDP2 absorb – blocks human TDP2 phosphodiesterase activity; O95551; recombinant TDP2, T5PNP hydrolysis, p-nitrophenol absorbance 415 nm; inhibition, % at 12.8 µM; 370,000 tested, 0.34% active;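 active means inhibition above the mean of all tested compounds plus 3 SD, set per campaign, cut at about 25% in these data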;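 further: 0% = DMSO with enzyme and 100% = buffer with substrate but no TDP2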
Target sequence (O95551 whole entry, looked up): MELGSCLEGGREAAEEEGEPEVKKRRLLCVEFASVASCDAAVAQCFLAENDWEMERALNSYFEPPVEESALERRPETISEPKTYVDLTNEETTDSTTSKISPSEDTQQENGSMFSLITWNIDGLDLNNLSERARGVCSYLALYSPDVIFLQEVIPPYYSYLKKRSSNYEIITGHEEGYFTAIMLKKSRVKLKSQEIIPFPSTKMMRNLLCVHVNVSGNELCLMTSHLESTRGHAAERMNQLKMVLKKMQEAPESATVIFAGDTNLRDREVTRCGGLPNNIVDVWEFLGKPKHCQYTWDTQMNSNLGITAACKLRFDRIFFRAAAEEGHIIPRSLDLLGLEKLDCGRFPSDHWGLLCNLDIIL
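Assay system: Recombinant human TDP2 | Quantity: 120 nM TDP2 per well | Incubation: 2 h at 37 °C | Signal: Epi absorbance | Evaluation: Percent inhibition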
ASAP1 GAP inh – inhibitors of human ASAP1 ArfGAP activity; 360,000 tested, 0.19% active; ASAP1-stimulated ARF1 GTP hydrolysis, GDP FP detection; inhibition, % at 16.5 µM; in the data active means inhibition above about 25%;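 further: 0% = vehicle with enzyme and substrate and 100% = no enzyme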
Target sequence (Q9ULH1 325-724 limits assumed): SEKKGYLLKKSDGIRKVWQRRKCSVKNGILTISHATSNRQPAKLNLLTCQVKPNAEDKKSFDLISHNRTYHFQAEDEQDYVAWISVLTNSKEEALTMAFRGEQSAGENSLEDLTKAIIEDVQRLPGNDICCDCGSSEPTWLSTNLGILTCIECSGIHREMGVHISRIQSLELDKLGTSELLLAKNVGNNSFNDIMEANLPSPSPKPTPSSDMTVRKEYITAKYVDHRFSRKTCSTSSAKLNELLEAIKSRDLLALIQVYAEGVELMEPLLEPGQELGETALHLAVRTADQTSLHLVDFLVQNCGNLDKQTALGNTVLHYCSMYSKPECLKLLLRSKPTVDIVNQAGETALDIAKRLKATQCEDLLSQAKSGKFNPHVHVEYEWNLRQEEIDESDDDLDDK
Tn6 DDE FP – disrupts Tn6 cyclic peptide binding to fibrin D-Dimer-E complex. Fibrin DD(E) TRITC-Tn6 fluorescence polarization displacement. inhibition, % at 8.3 µM. P02675. 370,000 tested, 0.21% active;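 active means inhibition above a per-campaign cutoff: mean of compounds within control limits plus 3 SD, cut at about 15% in these data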;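 further: 0% = median of all compound wells on the plate and 100% = blocking peptide control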
KLK7 zymogen act – activates the human kallikrein-7 zymogen | P49862 | 370,000 tested, 0.9% active | activation, % at 7 µM | purified proKLK7, EDANS-DABCYL substrate fluorescence; 100% is mature enzyme control, 0% vehicle;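 active means activation above the mean of all tested compounds plus 3 SD, computed per campaign excluding outliers beyond control limits, cut at about 13% in these data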
* hit, by the source's call; i = inactive; · = not tested or not shown.

Results follow in this order: ADAM17 inh | PLC-gamma1 inh | ADAM10 inh | Tn7 DDE FP | ARFGAP1 inhibitor | LEDGF integ inh | TDP2 absorb | ASAP1 GAP inh | Tn6 DDE FP | KLK7 zymogen act
1) Cc1c(C(=O)N2CCOCC2)c(S(=O)(=O)Nc2cccc(Br)c2)c(C)n1C
  -2 | -1 | 0 | 0 | -8 | 1 | 14 | -7 | -10 | 0.1
2) Cc1nc2ccccn2c1C(=O)N/N=C/c1cc(C)n(-c2ccc(Br)cc2)c1C
  -2 | -19 | -6 | -7 | 5 | 1 | -1 | 1 | -5 | 0.5
3) COc1ccccc1NC(=O)CN1CCN(CC(=O)Nc2ccc(C)c(F)c2)CC1
  -2 | 2 | 4 | 7 | -14 | 5 | 22 | 3 | 8 | 0.1
4) Cc1ccc(NC(=O)c2scc3c2CCCC3)cc1
  -2 | 0 | 6 | 6 | 1 | 2 | -4 | -11 | -4 | -0.3
5) CC(C)CCOc1ccccc1C(N)=O
  -1 | 2 | -3 | 2 | 5 | -2 | 0 | -3 | 5 | 0.7
6) CC1(C)C(=O)Nc2ccccc2N1C(=O)CN1C(=O)NC(CCc2ccccc2)C1=O (configuration not stated)
  2 | -4 | 1 | -1 | 2 | 1 | -1 | 10 | -4 | 0.4
7) Cc1ccc(CN(Cc2cc3cc(C)ccc3[nH]c2=O)C(=O)N2CCOCC2)cc1
  -7 | 4 | -17 | 3 | 7 | -4 | -4 | 5 | 5 | 0.1
8) COC(=O)N1[C@H](C)C=C[C@]1(Cc1ccccc1)C(=O)OC
  -3 | 1 | -10 | 4 | 3 | 1 | 0 | 3 | 7 | -0.2
9) Cc1cc(NC(=O)NN2CCOCC2)nn1-c1c(Cl)cc(Cl)cc1Cl
  -5 | 6 | -2 | 2 | 4 | -4 | 6 | 5 | -5 | 0.4
10) Cc1ccc(S(=O)(=O)N2CCCC(c3nc(-c4ccc(C)o4)no3)C2)cc1 (configuration not stated)
  4 | 1 | 12 | -5 | 5 | 3 | -3 | 0 | 3 | 0.8
11) CCCOc1ccc(NC(=O)CCC(=O)NC(C)c2ccccc2)cc1 (configuration not stated)
  -3 | -3 | -2 | 3 | 0 | -5 | -13 | 14 | 3 | -0.3
12) O=C(O)C1CCCCC1C(=O)Nc1cccc(Cl)c1Cl (configuration not stated)
  -5 | 6 | -6 | 0 | 12 | -2 | -15 | -4 | -4 | 0.0
13) CCCCn1cnc2c1c(=O)n(C)c(=O)n2C
  0 | 1 | 0 | 0 | 0 | -1 | 11 | -2 | 3 | -0.3
14) O=c1sc2ccccc2c(=O)n1Cc1ccccc1F
  1 | 2 | 8 | 6 | 4 | 3 | -3 | 2 | 9 | -0.5
15) Nc1ccc2nc(N)sc2c1
  -1 | 0 | -8 | -1 | -7 | -9 | 0 | -3 | 5 | -0.5
16) COc1cccc(CN2CCN(Cc3ccc4c(c3)OCCO4)CC2CCO)c1 (configuration not stated)
  0 | 1 | 5 | -7 | -3 | 5 | -1 | -15 | -2 | 0.4
17) COCCNC(=O)c1cc(C(=O)CC(C)C)c[nH]1
  0 | 0 | -4 | 5 | 6 | 1 | 5 | -9 | 1 | 0.0
18) Cc1cccc(C)c1NC(=O)C(c1ccc(C(F)(F)F)cc1)n1c(=O)c(-c2ccco2)nc2ccccc21 (configuration not stated)
  -38 | -85 | -105 | 7 | -8 | 1 | -5 | 1 | 3 | -5.2
19) Cc1coc2cc3oc(=O)c(CCC(=O)NCCCn4ccnc4)c(C)c3cc12
  -61 | -154 | -285 | -6 | -1 | 0 | 3 | 10 | 7 | 3.5
20) Cc1cccc(Cn2c(C)nc3ccc([N+](=O)[O-])cc3c2=O)c1
  -2 | 2 | 6 | 10 | -8 | -2 | -2 | -4 | -3 | 0.7
21) CCOC(=O)c1c(-n2cccc2)sc2c1CCCC2=O
  0 | 4 | 8 | -2 | -7 | 1 | -7 | -13 | 2 | 0.0
22) COC(C(=O)Nc1ccc(F)cc1)c1ccccc1 (configuration not stated)
  -1 | -3 | -5 | 2 | 6 | -2 | -3 | -9 | 8 | -0.2
23) CC1CN(C(=O)/C=C/c2ccccc2Cl)CC(C)O1 (configuration not stated)
  -5 | 2 | -7 | 6 | -6 | 0 | 7 | 3 | -4 | 0.5
24) CCOC(=O)C1CCN(c2nnc(N3CCCC3=O)s2)CC1
  -2 | 1 | 5 | 2 | -3 | -1 | -4 | -2 | 7 | -0.2
25) CC(C)(C)C(=O)N1CCN(c2nc3ccccc3s2)CC1
  0 | 3 | 7 | 3 | -2 | 0 | 21 | 3 | -6 | -0.8
26) COc1ccc(C(=O)NNC(=S)NC2CCCCC2)cc1OC
  2 | 2 | 9 | -2 | 6 | 2 | 10 | 2 | 4 | 0.0
27) Cc1ccc2c(c1)C1(OCCCO1)C(=O)N2
  -4 | 1 | -6 | 3 | 0 | 2 | -6 | -3 | -1 | 0.4
28) CC(C)C[C@@H]1COc2cc(N3CCC[C@@H]3CO)ccc2S(=O)(=O)N1
  -2 | 3 | 2 | -3 | -8 | 1 | 3 | 11 | 0 | 0.5
29) Cc1nc2ccccc2n(CC(=O)Nc2cc(Cl)cc(Cl)c2)c1=O
  -18 | -10 | -61 | 5 | 5 | 5 | 3 | -10 | -5 | -1.2
30) COc1ccc(/C=N/NC(=O)c2nn(-c3ccccc3)c(=O)c3c(N)scc23)cc1
  -2 | -2 | 4 | -1 | 15 | 17* | 20 | 2 | -2 | 0.5

Entries listed so far shown as hits in LEDGF integ inh.
Results follow in this order: ADAM17 inh | PLC-gamma1 inh | ADAM10 inh | Tn7 DDE FP | ARFGAP1 inhibitor | LEDGF integ inh | TDP2 absorb | ASAP1 GAP inh | Tn6 DDE FP | KLK7 zymogen act
30) COc1ccc(/C=N/NC(=O)c2nn(-c3ccccc3)c(=O)c3c(N)scc23)cc1
  -2 | -2 | 4 | -1 | 15 | 17* | 20 | 2 | -2 | 0.5

The list continues:
Results follow in this order: ADAM17 inh | PLC-gamma1 inh | ADAM10 inh | Tn7 DDE FP | ARFGAP1 inhibitor | LEDGF integ inh | TDP2 absorb | ASAP1 GAP inh | Tn6 DDE FP | KLK7 zymogen act
31) O=c1c(OCc2ccccc2)cccn1Cc1ccccc1
  -7 | 4 | -10 | 1 | -14 | 0 | 10 | 1 | 3 | 0.1
32) O=C(NCc1ccccc1)c1ccc2c(c1)S(=O)(=O)c1cc(Cl)ccc1C2=O
  -5 | 0 | -3 | 3 | 9 | 2 | 3 | 9 | -4 | 0.2
33) COc1ccc(SC[C@H](CC(C)C)N2CCN(CCc3ccccc3)CCC2=O)cc1
  0 | -4 | 11 | 10 | -3 | 2 | 4 | 10 | -3 | -0.1
34) COc1ccc(C2C(C(=O)NCC3CCCO3)CCC(=O)N2c2ccc3c(c2)OCO3)cc1 (configuration not stated)
  0 | 1 | -13 | -2 | 4 | -2 | -11 | 11 | -9 | 0.2
35) Cc1ccnc(NC(=O)C2CCN(S(=O)(=O)c3ccc(C)c(C)c3)CC2)c1
  -2 | 4 | -9 | 7 | 12 | -1 | -2 | -14 | -4 | 0.2
36) O=c1[nH]c2ccccc2cc1-c1noc(-c2cccnc2)n1
  -30 | -6 | -122 | -2 | 14 | -2 | -6 | 2 | -1 | 0.8
37) O=C(N/N=C/C=C/c1ccccc1)c1ccccn1
  -5 | -2 | -6 | 5 | -11 | 0 | 13 | -7 | 10 | 0.3
38) COc1cc(CNc2ncc(-c3ccc(Cl)cc3)n2C)cc(OC)c1OC
  -2 | -2 | -2 | -4 | 2 | -4 | 1 | -1 | -6 | 0.1
39) COc1ccc(OC)c(/C=N/n2c(COc3ccccc3)n[nH]c2=S)c1
  -39 | -49 | -89 | -1 | -5 | -3 | 1 | 1 | 3 | 20*
40) COc1ccc(NS(=O)(=O)c2cc(C(=O)Nc3ccccc3C(=O)O)ccc2C)cc1
  -1 | -4 | 2 | -1 | 8 | -2 | -5 | 8 | 1 | 0.7
41) CCn1c(CSc2nc3ccccc3[nH]2)nc2cc(C(=O)O)ccc21
  -103 | -120 | -409 | 0 | -8 | -1 | -1 | 8 | 7 | 0.3
42) CCOc1ccc(CCNC(=O)c2cccc(S(=O)(=O)N3CCN(C(C)=O)CC3)c2)cc1OCC
  -4 | 1 | -6 | 2 | 8 | 4 | 0 | -9 | 14 | -0.3
43) COc1ccc(-c2c(C)oc3c(CN4CCOCC4)c(O)ccc3c2=O)cc1OC
  -142 | -195 | i | 4 | 2 | -2 | -9 | 2 | -4 | 12
44) C/C(=N\NC(=O)c1cccc2ccccc12)c1cccnc1
  -3 | 6 | 0 | 8 | -6 | 1 | -23 | 6 | -2 | 0.8
45) O=C(Cn1cnc2ccccc2c1=O)NNC(=O)c1cccc([N+](=O)[O-])c1
  -2 | 0 | 2 | 1 | 6 | -2 | 6 | -3 | -5 | 0.1
46) O=S1(=O)[C@H]2C[C@@H]3C=C[C@@]2(CN1Cc1ccccc1F)O3
  0 | 5 | 0 | -3 | 12 | 0 | -8 | -3 | 2 | -0.6
47) CCOC(=O)C1C(O)=CC(=O)CC1c1ccccc1 (configuration not stated)
  3 | -2 | 3 | 3 | -4 | 1 | -4 | -14 | 4 | 0.7
48) O=C(Nc1cccc(C(F)(F)F)c1)C1(c2ccccc2)CC1
  -3 | -2 | 5 | 1 | 0 | 0 | -11 | 11 | 2 | 0.2
49) COc1ccc(Br)c(OC)c1C(=O)NC(=O)Nc1c(F)cccc1F
  -2 | -4 | 6 | 5 | -2 | -3 | 9 | 4 | -4 | 0.2
50) CCOc1ccccc1NC(C)C(=O)Nc1cc(C(F)(F)F)ccc1N1CCOCC1 (configuration not stated)
  2 | 2 | 17 | 8 | -2 | -5 | -6 | -2 | -4 | 0.1
51) CCOC(=O)[C@]12CCCC3=C1N(CCC3)C(=O)[C@@H](CC(=O)NCCCOC)C2
  -1 | 4 | 3 | -6 | · | 0 | 4 | · | -2 | 0.0
52) O=C(NCc1ccco1)/C(=C\c1ccco1)NC(=O)c1cccs1
  -4 | -1 | -1 | -1 | -1 | 0 | 1 | -4 | -5 | 0.5

Complete entries from above.
`CCOc1ccccc1NC(C)C(=O)Nc1cc(C(F)(F)F)ccc1N1CCOCC1` (configuration not stated) is listed with ADAM17 inh = 2; PLC-gamma1 inh = 2; ADAM10 inh = 17; Tn7 DDE FP = 8; ARFGAP1 inhibitor = -2; LEDGF integ inh = -5; TDP2 absorb = -6; ASAP1 GAP inh = -2; Tn6 DDE FP = -4; KLK7 zymogen act = 0.1
`COc1cc(CNc2ncc(-c3ccc(Cl)cc3)n2C)cc(OC)c1OC` is listed with ADAM17 inh = -2; PLC-gamma1 inh = -2; ADAM10 inh = -2; Tn7 DDE FP = -4; ARFGAP1 inhibitor = 2; LEDGF integ inh = -4; TDP2 absorb = 1; ASAP1 GAP inh = -1; Tn6 DDE FP = -6; KLK7 zymogen act = 0.1
